ATXN viability = reduces viability in counter-screen for ATXN expression inhibitors; Potency, µM (top dose mostly 56.7 µM), most hits filed as cytotoxic; actives 0.49% (n = 400,000); AID 651635; S2 cells (HEK-293 line with an ATXN2-luciferase reporter) viability, CellTiter-Fluor protease fluorescence, 24 h; further: potency means the concentration at half of the fitted maximal effect; nearly all actives have a fitted effect of over 40% in size
ATXN2 expr inh = ATXN2 expression inhibition | actives 0.72% (n = 360,000) | HEK-293 ATXN2-luciferase reporter, luminescence, 24 h | Potency, µM (top dose mostly 57 µM), for inactives: top-dose activity change, negative = inhibition, usual class: inhibitors; further: potency means the concentration at half of the fitted maximal effect; on the % scale 0 is the no-effect control and ±100 the full control effect; nearly all actives have a fitted effect of over 55% in size
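qHTS (up to 57 uM final) was run with 24 h compound exposure of reporter cells at 37 °C. Each well was multiplexed: SteadyGlo luminescence measured ATXN2-luciferase expression after a fluorogenic Gly-Phe-AFC viability readout (25 uM final).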
SW480 rerep = inducers of DNA re-replication in SW480 colon cancer cells; SW480 DNA re-replication, Hoechst DNA content imaging, 48 h; Potency, µM (doses to about 46.1 µM), without a hit: at the highest dose re-replication activation, hits mostly activators; actives 1.8% (n = 340,000); further: potency means the concentration at half of the fitted maximal effect; % of control where 0% means no effect; nearly all actives have a fitted effect of over 55% in size
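Readout is total intensity of Hoechst-stained nuclei, excited at 405 nm and collected at 500-530 nm. Compound treatment lasted 48 hr at 37 C in 5% CO2 before staining.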
MCF10A rereplic = inducers of DNA re-replication in MCF 10A breast cells; actives 2.9% (n = 350,000); MCF 10A DNA re-replication, Hoechst nuclear intensity, 48 h; Potency, µM (doses to about 46.1 µM), inactives show at the highest dose activity, positive = re-replication, actives largely listed as activators; further: potency means the concentration at half of the fitted maximal effect; % of control where 0% means no effect; nearly all actives have a fitted effect of over 50% in size
HepG2 tox = kills HepG2 cells in TGF-b inhibitor counter-screen | HepG2 CAGA-GFP viability, ATP luminescence, 18 h | Potency, µM (highest dose often 46.1 µM), inactives show at the highest dose activity change, negative = cytotoxicity, most hits filed as cytotoxic | actives 0.76% (n = 410,000); further: potency means the concentration at half of the fitted maximal effect; some results filed as inactive show a strong effect at the top dose
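CellTiter-Glo luminescence gave cytotoxicity after 18 hours at 37 degrees C. The cells were HepG2 CAGA-GFP in 1% FBS DMEM, stimulated with 500 pg/mL TGF-beta after compound addition. %Activity was normalised to no-cell wells (complete cell-killing) and DMSO (no toxicity), and curves were fitted and classified.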
IL-1B inflam inh = inhibitors of inflammasome signaling (IL-1 beta secretion). THP-1 LPS/ATP IL-1B secretion, AlphaLISA, 16 h; active compounds read low. activity change, % at 57.5 µM. actives 4.7% (n = 360,000); in the data active means activity change below about -50%; inconclusive means mostly about -30% to -49%; further: on the % scale 0 is the no-effect control and ±100 the full control effect
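Secreted IL-1B measured by AlphaLISA bead assay after 16 h compound exposure of THP-1 cells; compounds (final up to 57.5 uM) added 1 h before LPS (250 ng/mL) and ATP (1.25 mM) stimulation; lower signal means less secretion.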
HT1080 IDH1KD tx = HT-1080 IDH1 knockdown cell toxicity (counter line). actives 2% (n = 360,000). Potency, µM (highest dose often 46.1 µM), for inactives: at the highest dose activity, negative = toxicity, most hits filed as cytotoxic. HT-1080 IDH1 knockdown viability, ATP luminescence, 48 h;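 further: potency means the concentration at half of the fitted maximal effect; 0% = DMSO wells and -100% = cell-free medium wells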
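HT-1080-IDH1KD cells (IDH1 knocked down), 750/well in RPMI with 5% FBS, treated with compound 48 h at 37 degrees C. Viability by CellTiter-Glo luminescence, normalised to DMSO and no-cell wells; concentration-response curves classed.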
KB-3-1 tox = kills parental KB-3-1 adenocarcinoma cells; actives 1.4% (n = 400,000); Potency, µM (series often up to 46.1 µM), for inactives: at the highest dose activity change, negative = cytotoxic, usual class: cytotoxic; KB-3-1 viability, CellTiter-Glo ATP luminescence, 72 h; AID 1347075; further: potency means the concentration at half of the fitted maximal effect; on the % scale 0 is the no-effect control and ±100 the full control effect; nearly all actives have a fitted effect of over 60% in size
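Luminescent ATP read-out (CellTiter-Glo) measures survival of drug-naive KB-3-1 cells after 72 h compound exposure at 37 °C. Titration series was screened from lowest to highest concentration, with DMSO vehicle plates as background controls.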
HT1080-NT tox = kills 2HG-producing HT-1080-NT fibrosarcoma cells; HT-1080-NT fibrosarcoma viability, CellTiter-Glo ATP luminescence, 48 h; actives 1.6% (n = 360,000); AID 686970; Potency, µM (titrated, usually from 46.1 µM), for inactives: at the top dose activity, negative = less viability, hits mostly cytotoxic;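 further: NT is the 2HG producing partner of a matched IDH1 knockdown line; potency means the concentration at half of the fitted maximal effect; 0% = DMSO-treated cells and -100% = media-only wells without cells; nearly all actives have a fitted effect of over 55% in size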
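HT-1080-NT; 750 cells/well; 5% FBS RPMI; 48 h compound, 37 degrees C; CellTiter-Glo luminescence; curve fitting and curve-class assignment.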
Starred values were filed as active, the others as inactive; i = inactive; u = inconclusive; x = not tested or not shown; & = joins results of further samples; [ ] = another dose, or the depositor's remark. Unless noted, the call rests on the fitted dose curve; in most records, active means well fitted curve in the direction sought with a large enough effect; inconclusive means small, poorly fitted or top-dose-only effect, or another doubt; inactive means no such curve, though single readings can be large; an effect the other way counts as inactive or inconclusive.

SMILES	ATXN viability	ATXN2 expr inh	SW480 rerep	MCF10A rereplic	HepG2 tox	IL-1B inflam inh	HT1080 IDH1KD tx	KB-3-1 tox	HT1080-NT tox
Clc1cccc(Cl)c1CSc1nnc(-c2sccc2-n2cccc2)o1	i	0%	0%	0%	-2%	-25	-3%	-11%	-6%
Cc1cccnc1NC(=O)CCNC(=O)c1ccc(Br)cc1	i	-6%	-3%	-2%	7%	-22	19%	u	2%
Cc1ccc(C)c(/C(O)=C2\C(=O)C(=O)N(CCCn3ccnc3)C2c2ccncc2)c1 (stereo not given)	i	-5%	-7%	21%	7%	6	13%	29%	18%
COc1ccccc1C(=O)Nc1ccnn1C1CCN(CC2CC=CCC2)CC1 (stereo not given)	i	11%	-8%	11%	5%	-3	5%	-11%	8%
CCOC(=O)CCCNC(=O)CCNC(=O)c1ccc(OCCC(C)C)cc1	u	-12%	-12%	2%	-4%	35	6%	2%	4%
CCOC(=O)c1c(C)[nH]c(C)c1S(=O)(=O)N1CCC(c2ccccc2)C1 (stereo not given)	i	x	-19%	u	-35%	5	-8%	-3%	-3%
Cc1ccc(N(CC(=O)N2CCn3c2nc2ccccc23)S(=O)(=O)c2c(C)n[nH]c2C)cc1	i	5%	0%	3%	-24%	-4	7%	10%	-4%
C/C(CCc1oc2ccccc2c1-c1ccc(C)o1)=N/O	i	u	-3%	16%	-13%	-17	u	-8%	-26%
COc1cccc(/C=N\NC(=O)C2=NNC(=O)C2C)c1O (stereo not given)	i	7%	u	u	-71%	17	26µM*	-6%	u
COc1cccc(NC(=O)CSc2nc3ccccc3c(=O)n2CCCC(=O)N2CCCC2)c1	u	4%	7%	u	-5%	0	-11%	22%	-12%
COCOCCn1cc(CN2CCS(=O)(=O)N(Cc3ccc(-c4ccc(F)cc4)cc3)C(CC(C)C)C2=O)nn1 (stereo not given)	u	u	x	x	-101%	-18	u	u	u
CCC1NC(=O)c2cc(S(N)(=O)=O)c(Cl)cc2N1 (stereo not given)	i	0%&10%	7%	-3%	6%	9	-1%	0%	-2%
CCc1cc(=O)oc2c3c(cc(OCC(=O)NCCCn4ccnc4)c12)OC(C)(C)CC3	i	-3%	-3%	u	-30%	-23	-7%	0%	-9%
Cc1ccc(C(=O)N2CCCC(N(C)Cc3ccccc3)C2)s1 (stereo not given)	i	4%	3%	16%	1%	0	-11%	-7%	-18%
Cc1c(C(=O)Nc2cccc(S(=O)(=O)N3CCCC3)c2)oc2ccccc12	i	8%	-4%	5%	4%	0	8%	11%	-1%
CC(C)C(C)(C#N)NC(=O)CSc1nc2scc(-c3ccccc3)c2c(=O)[nH]1 (stereo not given)	i	-14%	2%	u	-16%	19	-12%	-11%	-2%
Cc1ccc(C)n1CCN1CCN(C(=O)CC#N)CC1	i	-13%	0%	1%	14%	-2	1%	24%	13%
CC(=O)NCc1ccc(-c2csc(N)n2)s1	i	0%	-5%	0%	4%	-5	7%	7%	12%
COc1ccc(OC)c(C(=O)CSc2nnnn2C)c1	u	6%	0%	4%	-4%	-2	14%	1%	16%
COc1ccc(CCNc2ncnc3sc(C)cc23)cc1OC	i	u	22%	u	-25%	-15	-6%	u	u

Looked up above.
`COCOCCn1cc(CN2CCS(=O)(=O)N(Cc3ccc(-c4ccc(F)cc4)cc3)C(CC(C)C)C2=O)nn1` (stereo not given) in HepG2 tox is listed with -101%
`Cc1ccc(N(CC(=O)N2CCn3c2nc2ccccc23)S(=O)(=O)c2c(C)n[nH]c2C)cc1` in KB-3-1 tox is listed with 10%

Additional entries
SMILES	ATXN viability	ATXN2 expr inh	SW480 rerep	MCF10A rereplic	HepG2 tox	IL-1B inflam inh	HT1080 IDH1KD tx	KB-3-1 tox	HT1080-NT tox
COc1cccc(C2CC(c3ccccc3)n3ncnc3N2)c1 (stereo not given)	i	3%	-3%	0%	-3%	2	0%	5%	-3%
Cn1nc(C(=O)NCc2cccc(F)c2)cc1C(=O)NCc1cccc(F)c1	u	x	0%	6%	-2%	-5	-3%	-1%	-1%
CN1CCN(C(=O)c2ccccc2NC(=O)c2ccc(C(C)(C)C)cc2)CC1	i	8%	u	-16%	37%	i	8%	23%	-2%
O=C(Cn1cnc2ccccc21)OCC(=O)N1CCc2ccccc2C1	i	-13%	3%[9.22 µM]	-6%	-25%	42	-4%	-3%	-4%
Cc1ccc(F)c(S(=O)(=O)NC(=O)C2(C)CCN2C(=O)c2ccc(C(F)(F)F)nc2C)c1 (stereo not given)	i	18%	x	x	0%	23	u	0%	19%
CC1CCCN(c2nc3c(-c4ccc(Cl)cc4)nnn3c3ccccc23)C1 (stereo not given)	i	11%	x	x	3%	x	x	7%	x
Cc1ccc(S(=O)(=O)CCC(=O)N2CCN(c3ccc([N+](=O)[O-])cc3)CC2)cc1	i	x	u	19%	-8%	-13	-2%	u	-3%
O=C(NN=C1CCCC1)c1ccc(Br)cc1	i	26%	0%	-3%	2%	-5	-2%	13%	0%
CC[C@H](C)[C@@H](CO)NC(=O)[C@H]1O[C@@H](n2ccc(N)nc2=O)[C@H](O)[C@@H]1O	i	-14%	x	x	-13%	26	13%	0%	0%
O=C(N1CCOCC1)C12CC3CC(C1)CC(c1ccccc1)(C3)C2	x	x	-20%	0%	-21%	15	-1%	11%	5%
CCOc1ccc(CCNC(=O)COC(=O)COc2ccc(Br)cc2)cc1OCC	i	8%	-1%	2%	36%	10	4%	x	-2%
COc1ccc(NC(=O)c2cc(-c3sc(NC(=O)c4ccccc4)nc3C)n(-c3ccc(Br)cc3)n2)cc1	x	x	x	x	x	-7	-1%	11%	-2%
Cc1cc(Cl)c(C)c(S(=O)(=O)N2CCN(C(=O)C3CCCO3)CC2)c1Cl (stereo not given)	i	-5%	-3%	-5%	12%	8	-18%	x	8%
OCc1ccc(N=Nc2ccccc2)cc1	x	x	-10%	0%	-16%	0	7%	2%	6%
CCCCc1nc2ccccc2c(NC(=O)CN(CC)CC)c1CCC	u	-4%	-4%	1%	-3%	u	-9%	-9%	-18%
CC1=C(C(=O)Nc2cc(C(=O)NCCCOC(C)C)ccc2C)SCCO1	i	-13%	-6%	8%	-3%	29	24%	-13%	16%
CC(C)OC(=O)CN1C(=O)C(C)(C)Oc2ccc(C(=O)NC(C)(C)C)cc21	i	-7%	-4%	-183%[0.0737 µM]	5%	11	5%	2%	0%
CCCCN1C(=O)C(CC(=O)NC(c2ccccc2)c2ccccc2)CC(C(=O)N(C)C)=C1C (stereo not given)	i	4%	x	x	-1%	21	15%	10%	1%
O=C(c1ccc2snnc2c1)N1CCCC1	i	5%	-3%	3%	23%	11	10%	2%	11%
N#Cc1c(-c2ccccc2)ccnc1Oc1ccccc1	i	-10%	-1%	-1%	-20%	-16	-5%	6%	-6%

The list continues.
SMILES	ATXN viability	ATXN2 expr inh	SW480 rerep	MCF10A rereplic	HepG2 tox	IL-1B inflam inh	HT1080 IDH1KD tx	KB-3-1 tox	HT1080-NT tox
CSc1nsc(NC(=O)OCc2ccc(Cl)cc2)n1	i	x	-15%	8%	-33%	12	-4%	-15%	0%
CN(C)c1cc[n+](CC(=O)Nc2ccc(Oc3ccccc3)cc2)cc1	u	u	10%	u	-5%	-77*	u	16µM*	u
O=C1N[C@@H](c2ccccc2)COC(=O)[C@@H](Cc2ccc(F)cc2)C/C=C\C[C@H]1CC(=O)N(CCO)Cc1ccccc1	u	u	u	u	-34%	u	u	21µM*	u
CCn1c(CNC(=O)c2cccnc2)cc2ccccc21	i	x	3%	5%	-5%	16	0%	-12%	-1%
Cc1ccc(Nc2c(-c3ccccn3)nc3ccc(C)cn23)cc1	u	x	21µM*	12%	-7%	0	u	u	u
Brc1ccc2oc(-c3ccn[nH]3)cc2c1	i	49%[activator]	-57%[inhibitor]	u	-18%	u	-10%	-5%	-27%
O=C(COC(=O)Cn1cnc2ccccc21)Nc1ccc(F)c(F)c1	i	-4%	-5%	-1%	-5%	8	12%	11%	14%
COc1ccccc1N1CCN(S(=O)(=O)CCNC(=O)CCc2ccccc2)CC1	i	x	x	x	-23%	22	3%	20%	-3%
O=C(Nc1ccc(OC(F)(F)F)cc1)c1ccc2nccnc2c1	i	-2%	3%	3%	-3%	4	u	-27%	-29%
CN(C)c1nc(N(C)C)nc(N2CCCCC2)n1	x	x	-18%	-2%	-8%	-8	-2%	5%	-3%
Cc1ccc(F)c(S(=O)(=O)NC(=O)C2(C)CCN2C(=O)c2ccc(C3CCCCC3)cc2)c1 (stereo not given)	i	-6%	x	x	0%	34	-1%	5%	-18%
C=CCNC(=S)/C(=C(/[O-])c1ccccc1Br)[n+]1ccccc1	i	0%	-3%	-2%	1%	-5	2%	-15%	-5%
O=C(COC(=O)COc1cccc(C(F)(F)F)c1)Nc1ccc(N2CCOCC2)cc1	x	x	0%	-5%	2%	10	0%	6%	13%
O=C(NCCCO)/C(=C\C=C\c1ccccc1)NC(=O)c1ccccc1Cl	i	3%	-9%	7%	-1%	-2	-5%	11%	-1%
COc1ccc(CNC(=O)c2ccc3c(c2)N(C)C(=O)CS3=O)cc1 (stereo not given)	i	-8%	-2%	8%	-47%	12	-1%	1%	2%
O=C1C2CCCCC2C(=O)N1Cc1ccccc1 (stereo not given)	i	6%	-4%	5%	-5%	-6	0%	u	2%
CCc1ccc(-c2csc(NC(=O)C3=COCCO3)n2)cc1	i	24%	-2%	22%	-27%	-12	-11%	u	-3%
COc1cccc(-c2csc(N3CCN(CC(=O)NNC(=O)c4ccco4)CC3)n2)c1	i	x	-45%[inhibitor]	-3%	11%	-5	2%	-8%	4%

Bioassay records as filed in PubChem BioAssay.
